Source: PubChem
PPARg SRC-1 ag: agonists of human PPARgamma SRC-1 coactivator recruitment | P37231 | PPARgamma-SRC-1 coactivator recruitment biochemical assay | activation, % at 8 µM | hit rate 0.41% among 200,000 | AID 631; in the data active means activation above about 19%;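 further: 0% = DMSO and 100% = reference agonist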
Target sequence (P37231 whole entry, looked up): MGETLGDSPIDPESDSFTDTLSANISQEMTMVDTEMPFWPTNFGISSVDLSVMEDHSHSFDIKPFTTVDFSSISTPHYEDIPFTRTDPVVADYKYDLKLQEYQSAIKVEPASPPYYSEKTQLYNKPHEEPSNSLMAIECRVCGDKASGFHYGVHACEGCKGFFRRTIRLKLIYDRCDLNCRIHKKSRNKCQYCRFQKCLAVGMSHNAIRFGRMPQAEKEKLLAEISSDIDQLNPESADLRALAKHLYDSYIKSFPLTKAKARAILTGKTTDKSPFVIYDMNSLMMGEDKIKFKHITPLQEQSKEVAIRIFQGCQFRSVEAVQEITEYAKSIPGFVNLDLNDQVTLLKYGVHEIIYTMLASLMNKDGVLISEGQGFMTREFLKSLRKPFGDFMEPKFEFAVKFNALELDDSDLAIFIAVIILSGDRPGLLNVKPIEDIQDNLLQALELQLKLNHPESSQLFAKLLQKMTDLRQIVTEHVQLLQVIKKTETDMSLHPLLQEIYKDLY
TR-FRET SRC-2 ct: flags TR-FRET format artefacts in PPARgamma SRC-2 recruitment agonist screen; TR-FRET artefact counter-screen; stronger effect = higher value; TR-FRET ratio at 8 µM; hit rate 0.4% among 200,000; in the data active means TR-FRET ratio above about 2000; further: inactives centre near 1500; reference of the scale not given here
Redox H2O2 prof: compounds producing H2O2 with reducing agent – biochemical, NIH compound library profiling, artefact control for MLSCN library redox annotation, primary screen | DTT-dependent redox cycling H2O2, phenol red/HRP absorbance; 100% = 100 µM peroxide control, 0% = buffer | activation, % at 10 µM | hit rate 0.03% among 200,000 | AID 878;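 active means activation of at least 50% relative to the plate's high and low controls in the primary single-dose screen; inactive means activation below 50%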;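 further: compound incubated with DTT at 0.8 mM final as the reducing agent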
S1P3 antagonist: antagonists of human S1P3 receptor. Q99500. CHO S1P3 NFAT-BLA reporter, FRET fluorescence, antagonist mode. inhibition, % at 4.98 µM. hit rate 0.27% among 170,000;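 active means inhibition above the plate cutoff, the mean inhibition of test wells on that plate plus 3 SD, cut at about 28% in these data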;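 further: cells challenged with S1P at its EC80 of 0.8 µM; blue over green emission ratio from cleaved BLA substrate after 4 h stimulation; 0% = S1P-stimulated wells and 100% = unstimulated DMSO-only wells; some compounds past the cut are filed as inactive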
bIAP inhibitor: intestinal alkaline phosphatase (bovine) inhibition | AID 1019 | inhibition, % at 20 µM | purified bovine IAP, CDP-star luminescence, 30 min | 190,000 tested, under 10 active;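 active means over 50% inhibition of intestinal alkaline phosphatase at 20 µM in the single-dose screen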
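Assay system – bovine IAP enzyme · Quantity – bovine IAP at 1/65,000,000 final dilution · Detection – CDP-star luminescence signal · Times – 30 min reaction at room temperature · Also added – CDP-star substrate at 30 µM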
PPARg SRC3 recr: PPARgamma-driven SRC-3 recruitment agonism; activation, % at 8 µM; hit rate 0.26% among 200,000; P37231; biochemical PPARgamma/SRC-3 coactivator recruitment assay; in the data active means activation above about 23%;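 further: 0% = DMSO and 100% = reference agonist; some compounds past the cut are filed as inactive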
HMGR II inh: blocks class II HMG-CoA reductase of Enterococcus faecalis. purified E. faecalis HMGR, NADPH absorbance 340 nm kinetic. inhibition, % at 10 µM. hit rate 0.41% among 190,000. AID 1066;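 active means inhibition above a set limit, the median over all tested compounds plus 3 SD, cut at about 9.5% in these data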;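 further: enzyme runs in reverse so mevalonate oxidation gives rising NADPH absorbance; 0% = complete reaction with DMSO and 100% = background rate lacking mevalonate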
RAM network inh: inhibitors of the yeast RAM network; S. cerevisiae dse1pr::URA3 reporter, 5-FOA growth OD615, 2 d; analog-sensitive cbk1-as2 kinase mutant strain; inhibition, % at 50 µM; hit rate 1.8% among 190,000; AID 868;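 active means inhibition above a set limit, 3 SD over mean compound inhibition, cut at about 8.4% in these data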;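 further: 0% = DMSO-only wells with no growth and 100% = 10 µM 1-NA-PP1 full growth; inhibition rescues growth on 5-FOA so higher OD means more RAM inhibition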
Lmaj promast: Leishmania major promastigote growth inhibition | Leishmania major promastigotes, resazurin fluorescence viability | inhibition, % at 10 µM | hit rate 9% among 200,000 | AID 1063; in the data active means inhibition above about 50%;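 further: promastigotes grown with compound for 44 hours at 28 °C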
PPARg SRC-2 ag: agonists of SRC-2 recruitment by human PPARgamma. P37231. PPARgamma LBD-SRC-2 recruitment, biochemical. activation, % at 8 µM. hit rate 0.34% among 200,000. AID 1032; in the data active means activation above about 22%;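 further: 0% = vehicle and 100% = reference agonist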
ROMK mod: human ROMK K+ channel modulation, primary screen. P48048. Tet-inducible ROMK, thallium flux fluorescence; actives lie on both sides. B-score at 10 µM. hit rate 2% among 130,000. AID 1918;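 active means signal ratio slope over the read window, or its plate-corrected B-score, at least 3 SD from the plate mean, either direction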;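 further: B-score of the F/F0 ratio slope over 7 to 12 s after thallium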
An asterisk follows results filed as active; / = no result given.

Values run as follows: HMGR II inh, TR-FRET SRC-2 ct, ROMK mod, Lmaj promast, S1P3 antagonist, RAM network inh, PPARg SRC3 recr, PPARg SRC-1 ag, PPARg SRC-2 ag, Redox H2O2 prof, bIAP inhibitor
COc1ccc(N2CC(C(=O)Nc3ccc(S(=O)(=O)Nc4nc(C)cc(C)n4)cc3)CC2=O)cc1 (stereo not drawn)
  -8.1, 1346, /, -5.6, 8.0, 0.9, 3.6, -4.6, 3.1, 1.7, -7.4
COc1ccc(C(=O)N/C(=C/c2cccs2)c2nc3ccccc3[nH]2)cc1OC
  -0.1, 1576, 0.803, -4.9, -17.2, 1.6, 7.3, 6.8, 19.7, -0.1, 5.5
COc1ccccc1CC(NC(C)=O)C(=O)NC1CCN(C(=O)Nc2ccccc2Cl)CC1 (stereo not drawn)
  -1.3, 1655, -0.0342, -3.5, -14.2, 0.4, 5.3, 5.1, 2.8, -0.1, -0.3
CCOC(=O)c1sc2nc3c(cc2c1N)COC(C(C)C)C3 (stereo not drawn)
  -7.3, 1597, /, 5.1, /, 0.9, 4.2, 1.1, 5.6, 1.9, -2.8
O=S(=O)(NCc1ccc(Cl)cc1)c1cnc[nH]1
  -0.9, 1692, 0.522, -6.3, -4.9, 1.5, 3.5, 6.3, 18.7, -0.4, -9.0
Cc1ccc(NC(=O)Cn2nnc(-c3ccccc3NC(=O)c3cccs3)n2)cc1
  -1.6, 1465, 1.47, -1.0, /, 8.4*, 3.9, 11.2, 3.1, 0.2, 30.6
COc1ccc(N2CCN(CCNC(=O)C3CC(=O)N(C4CCCC4)C3)CC2)cc1 (stereo not drawn)
  -3.0, 1786, /, -5.5, 4.5, 1.0, 1.4, 9.1, 11.3, 0.7, -2.2
CCOC(=O)Cn1cc(/C=C(/C#N)C(=O)NC(C)C)c2ccccc21
  6.5, 1602, 0.208, -3.3, 7.4, 0.9, 5.2, -3.3, 2.1, -0.7, 2.6
CCOC(=O)c1c(C)nc2sc(C(=O)Nc3ccccc3)c(N)c2c1-c1ccc(OC)cc1
  0.6, 1581, -1.08, 96.6*, /, 3.7, 7.2, 9.5, 14.7, 0.5, 1.8
N#CNC1=NCN(CCc2ccccc2)CN1
  -0.8, 1585, 0.16, -4.3, -19.2, 2.4, 9.9, 4.2, 0.6, -1.3, -2.3
CCOc1ccc(C(=O)NC(=S)Nc2ncccc2C)cc1[N+](=O)[O-]
  -6.8, 1460, 0.953, -2.7, -11.2, 1.7, -3.6, 1.3, 6.8, 0.4, 10.0
COc1cc(NC(=O)CCCc2c[nH]c3ccccc23)cc(OC)c1
  -0.8, 1547, /, 12.9, -3.6, 0.9, 1.4, 0.5, -0.1, 0.5, 12.1
COc1ccc(OC)c(CNC(=O)CCN2C(=O)COc3ccccc32)c1
  3.7, 1506, /, -3.2, 16.4, 0.7, -10.0, -0.3, 3.7, 3.0, 7.2
N#CC(C#N)=CC1=C2OC(c3ccccc3)=CC(c3ccccc3)=C2CCC1
  -1.3, 1497, /, 8.2, /, 10.0*, -6.8, -1.0, -6.6, 2.5, 36.7
COc1ccc(S(=O)(=O)NNC(=O)c2cccs2)cc1
  -7.7, 1858, -0.447, 0.3, -10.5, -0.4, -4.2, -2.8, -10.2, -0.8, -21.6

Values run as follows: HMGR II inh, TR-FRET SRC-2 ct, ROMK mod, Lmaj promast, S1P3 antagonist, RAM network inh, PPARg SRC3 recr, PPARg SRC-1 ag, PPARg SRC-2 ag, Redox H2O2 prof, bIAP inhibitor
CC(=O)NNc1nc(-c2ccc(C)cc2)cs1
  -9.9, 1438, -0.106, -3.3, 0.7, -0.4, -0.2, 5.9, -7.8, 0.2, -34.7
COC(=O)c1cccc(NC(=O)c2cccnc2C(=O)O)c1C
  -0.1, 1480, 0.164, -5.6, -18.3, 0.0, -4.8, -1.3, -8.6, -0.3, 1.2
Cc1ccc(-n2c(C)cc(/C=C3/C(=N)N4C(c5ccccc5)=CSC4=NC3=O)c2C)cc1
  -7.4, 1602, /, 5.3, -22.3, 5.0, 3.0, 8.2, 6.6, 0.3, 12.2
O=C(NCc1ccccc1)C1=C[C@@H](c2coc3ccccc3c2=O)C[C@@H](OCCCCO)O1
  -2.5, 1523, /, 3.7, -24.5, 1.8, -1.0, 8.6, 4.7, -0.3, -20.3
CN1CCN(C(=O)c2ccccc2NC(=O)CCN2C(=O)c3ccccc3C2=O)CC1
  -1.3, 1242, /, -11.8, -17.2, 3.7, -7.5, -4.1, 3.9, 1.1, 10.3
O=C(c1ccccc1)c1ccc(OC(=O)N2CCCC2)cc1
  -3.1, 1541, -0.246, -3.2, 14.4, 0.2, 6.0, 3.1, 11.8, 1.0, -9.6
O=C(Cn1c2ccccc2c(=O)c2ccccc21)Nc1ccccc1F
  0.1, 1519, /, -3.1, -7.7, 4.6, 0.8, 0.7, 1.2, 0.2, 14.8
CC(O)CNCc1ccc(Cl)cc1Cl (stereo not drawn)
  -4.6, 1511, 0.434, 4.7, 11.0, 0.6, 0.4, 2.5, 0.4, -0.1, -5.0
CCc1ccc(OCC(=O)N2CCN=C2c2ccccc2)cc1
  -1.9, 1444, -0.00681, -0.7, /, 0.2, 8.3, 0.2, -0.1, 0.0, 8.3
CCOC(=O)n1c(=O)n(Cc2ccccc2C)c2ccccc21
  2.0, 1617, /, 10.7, -6.9, 0.4, 4.8, 3.6, 4.5, -0.1, -11.6

Among those listed so far, these contain four or more nitrogen atoms:
Values run as follows: HMGR II inh, TR-FRET SRC-2 ct, ROMK mod, Lmaj promast, S1P3 antagonist, RAM network inh, PPARg SRC3 recr, PPARg SRC-1 ag, PPARg SRC-2 ag, Redox H2O2 prof, bIAP inhibitor
COc1ccc(N2CC(C(=O)Nc3ccc(S(=O)(=O)Nc4nc(C)cc(C)n4)cc3)CC2=O)cc1 (stereo not drawn)
  -8.1, 1346, /, -5.6, 8.0, 0.9, 3.6, -4.6, 3.1, 1.7, -7.4
COc1ccccc1CC(NC(C)=O)C(=O)NC1CCN(C(=O)Nc2ccccc2Cl)CC1 (stereo not drawn)
  -1.3, 1655, -0.0342, -3.5, -14.2, 0.4, 5.3, 5.1, 2.8, -0.1, -0.3
Cc1ccc(NC(=O)Cn2nnc(-c3ccccc3NC(=O)c3cccs3)n2)cc1
  -1.6, 1465, 1.47, -1.0, /, 8.4*, 3.9, 11.2, 3.1, 0.2, 30.6
COc1ccc(N2CCN(CCNC(=O)C3CC(=O)N(C4CCCC4)C3)CC2)cc1 (stereo not drawn)
  -3.0, 1786, /, -5.5, 4.5, 1.0, 1.4, 9.1, 11.3, 0.7, -2.2
N#CNC1=NCN(CCc2ccccc2)CN1
  -0.8, 1585, 0.16, -4.3, -19.2, 2.4, 9.9, 4.2, 0.6, -1.3, -2.3
CCOc1ccc(C(=O)NC(=S)Nc2ncccc2C)cc1[N+](=O)[O-]
  -6.8, 1460, 0.953, -2.7, -11.2, 1.7, -3.6, 1.3, 6.8, 0.4, 10.0
Cc1ccc(-n2c(C)cc(/C=C3/C(=N)N4C(c5ccccc5)=CSC4=NC3=O)c2C)cc1
  -7.4, 1602, /, 5.3, -22.3, 5.0, 3.0, 8.2, 6.6, 0.3, 12.2
CN1CCN(C(=O)c2ccccc2NC(=O)CCN2C(=O)c3ccccc3C2=O)CC1
  -1.3, 1242, /, -11.8, -17.2, 3.7, -7.5, -4.1, 3.9, 1.1, 10.3
